# Bcl-xL primary: blocks human Bcl-xL binding to Bim BH3 peptide | Q07817 | GST-Bcl-xL / FITC-Bim BH3 peptide fluorescence polarization | inhibition, % at 10.9 µM | 0.7% of 320,000 active | AID 2129;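 active = inhibition above the mean of all tested compounds plus 3 SD, cutoff set per campaign, cut at about 30% in these data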;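 also: 0% = DMSO wells and 100% = unlabeled Bim-BH3 peptide competitor; inhibitors lower millipolarization by displacing the labeled peptide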
# Target sequence (Q07817 whole entry, looked up): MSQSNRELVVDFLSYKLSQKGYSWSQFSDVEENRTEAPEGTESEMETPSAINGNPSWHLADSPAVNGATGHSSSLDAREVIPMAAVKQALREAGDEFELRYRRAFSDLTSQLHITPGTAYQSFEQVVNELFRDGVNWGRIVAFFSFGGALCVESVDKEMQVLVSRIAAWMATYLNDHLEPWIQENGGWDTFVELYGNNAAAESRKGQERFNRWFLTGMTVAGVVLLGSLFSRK
# Fam108B counter: Fam108B inhibition, counter-screen for RBBP9 inhibitors; AID 1947; 0.33% of 300,000 active; recombinant Fam108B, FP-Rh probe fluorescence polarization; inhibition, % at 9.51 µM;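 active = inhibition above the screen mean inhibition plus 3 SD, computed separately per campaign, cut at about 18% in these data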;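 also: inhibitors lower polarization as less probe binds the enzyme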
# GLD-1 RNA inh: GLD-1-TGE RNA interaction inhibition (C. elegans); purified GLD-1 + fluorescein TGE RNA, fluorescence polarization; inhibition, % at 5.96 µM; Q17339; 0.44% of 320,000 active;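 active = percent inhibition above a per-plate cutoff, the plate mean of test compounds plus 3 SD, cut at about 30% in these data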;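 also: 0% = DMSO wells with GLD-1 and probe and 100% = wells lacking GLD-1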
# MEX-5 binding: C. elegans MEX-5 TCR-2 RNA binding activity; Q9XUB2; MEX-5/FITC-TCR2 RNA binding, fluorescence polarization; active compounds read low; activity score (negative = inhibition of binding), % at 10 µM; 0.38% of 300,000 active;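 active = inhibition past about -25% in most replicates, and total fluorescence under double the plate's negative control median, limit read from the data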;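 also: 0% = DMSO and -100% = 5 µM competing unlabeled TCR2 RNA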
# Target sequence (Q9XUB2 whole entry, looked up): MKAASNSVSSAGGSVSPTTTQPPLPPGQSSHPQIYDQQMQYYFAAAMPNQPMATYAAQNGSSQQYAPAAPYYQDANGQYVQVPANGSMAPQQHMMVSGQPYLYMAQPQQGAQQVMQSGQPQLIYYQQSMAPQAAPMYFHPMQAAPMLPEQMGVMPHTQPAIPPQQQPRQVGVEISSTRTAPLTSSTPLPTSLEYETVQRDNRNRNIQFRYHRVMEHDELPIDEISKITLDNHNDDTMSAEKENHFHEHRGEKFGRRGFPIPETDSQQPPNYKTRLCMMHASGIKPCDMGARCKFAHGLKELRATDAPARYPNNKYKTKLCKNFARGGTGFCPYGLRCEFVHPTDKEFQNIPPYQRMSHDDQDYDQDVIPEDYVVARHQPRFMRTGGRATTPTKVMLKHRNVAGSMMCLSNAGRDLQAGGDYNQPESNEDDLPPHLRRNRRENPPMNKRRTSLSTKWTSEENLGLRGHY
# MCL1 BIM primary: inhibitors of human MCL1 binding to BIM-BH3 peptide. Q07820. GST-MCL1 / FITC-Bim-BH3 fluorescence polarization. inhibition, % at 10.9 µM. 0.68% of 320,000 active. AID 2057;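 active = inhibition above the mean inhibition of all tested compounds plus 3 SD, set per campaign, cut at about 40% in these data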;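 also: 0% = DMSO wells and 100% = unlabeled Bim-BH3 peptide control; higher means more loss of mP so more displacement of Bim peptide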
# Target sequence (Q07820 whole entry, looked up): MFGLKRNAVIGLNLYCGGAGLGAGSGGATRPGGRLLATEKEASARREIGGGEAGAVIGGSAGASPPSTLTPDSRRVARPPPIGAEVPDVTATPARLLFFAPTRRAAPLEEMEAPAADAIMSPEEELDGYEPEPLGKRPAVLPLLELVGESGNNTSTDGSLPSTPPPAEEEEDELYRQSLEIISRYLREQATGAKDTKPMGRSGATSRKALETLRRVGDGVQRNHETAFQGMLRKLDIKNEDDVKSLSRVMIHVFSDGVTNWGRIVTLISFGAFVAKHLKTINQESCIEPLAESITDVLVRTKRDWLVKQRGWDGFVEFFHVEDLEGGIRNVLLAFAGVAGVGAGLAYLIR
# GRK2 aptamer HTS: inhibitors of human GRK2 displacing RNA aptamer; P25098; bead flow cytometry, FAM-aptamer displacement from GRK2; inhibition of aptamer binding, % at 10 µM; 0.59% of 330,000 active; AID 488847;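 active = inhibition of aptamer binding above 40%, roughly 3 SD of noise, on plates passing a quality check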;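 also: median bead fluorescence of bound FAM aptamer so fluorescent compounds give negative values; no value below 0 was filed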
# PME-1 inh: PME-1 (human) inhibition | 0.53% of 320,000 active | recombinant PME-1, FP-Rh probe fluorescence polarization | inhibition, % at 5.9 µM | Q9Y570;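 active = inhibition above the campaign mean of all compounds plus 3 SD, cut at about 26% in these data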;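 also: competitive labeling of PME-1 active site by serine hydrolase directed probe; 0% = PME-1 with DMSO and 100% = wells lacking PME-1 enzyme; inhibitors block probe labeling so polarization falls and inhibition rises; many of its hits are not listed in these tables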
# VLA-4 inh: inhibition in a human VLA-4 binding assay. inhibition, % (about 7 µM as worked out from the volumes in the protocol). VLA-4 expressing cells, ligand binding flow cytometry. 0.2% of 330,000 active. AID 2557. P13612; in the data active = inhibition above about 50%
# Efflux pump mplx: inhibitors of Candida antifungal efflux pumps expressed in yeast; S. cerevisiae Candida pump triplex, Nile Red efflux; inhibition, % at 10 µM; 0.44% of 330,000 active; AID 485275;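 active = plate passing quality check with inhibition over a set limit, or well fluorescence over plate mean plus 4 SD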;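 also: Nile Red retained in pooled yeast measured as flow cytometry median fluorescence; 0% = buffer negative control and 100% = Enniatin B positive control; higher means more Nile Red kept so more efflux inhibition; some compounds called inactive have numbers as strong as hits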
# * = called active by the depositor; i = inactive; . = not tested or not shown. Only part of the results is shown, so the mix of outcomes need not match the whole.
Molecule	MCL1 BIM primary	PME-1 inh	MEX-5 binding	Bcl-xL primary	VLA-4 inh	GRK2 aptamer HTS	GLD-1 RNA inh	Fam108B counter	Efflux pump mplx
Cc1occc1C(=O)N1CCN(S(C)(=O)=O)CC1	3	-7	0.2	2	-6	1	2	0	-0.3
COc1ccc(-n2c(C)nc(N)c2C(=O)c2ccccc2)cc1	-3	-4	2.1	-2	14	0	-5	0	-0.1
CSC1=NCCN1S(=O)(=O)c1ccc(Cl)cc1	-5	3	-2.1	5	2	8	-6	0	0.1
CC1CCCC(C)N1C(=O)c1ccc2c(c1)S(=O)(=O)c1ccccc1C2=O (stereo not given)	-1	3	-2.7	3	-5	1	7	3	0.4
CCOc1ccc(S(=O)(=O)N2CCC(C(=O)N3CCOCC3)CC2)cc1Cl	1	-3	-0.4	1	1	2	3	2	0.0
Cc1nc(-c2ccc([N+](=O)[O-])cc2)sc1C(=O)O	-4	-4	1.8	4	1	2	11	1	-0.2
Nc1ccccc1-c1nnc(-c2ccccc2N)n1N	0	-6	-0.6	8	10	1	7	1	-0.1
CCOC(=O)c1c(C=O)c(C)n(Cc2ccc(C)cc2)c1C	8	-5	-2.1	8	13	0	2	4	-0.1
COc1ccc(NC(=O)CSc2nncs2)cc1S(=O)(=O)N1CCCCC1	.	.	.	.	-10	2	-2	.	-0.3
COc1ccc(S(=O)(=O)Nc2c(NC3CCCCC3)c3ccccc3oc2=O)cc1	3	6	1.4	3	-2	1	5	0	0.3
CC(=O)Nc1ccc(/C=C/C(=O)c2ccccc2)cc1	-13	-3	4.9	-6	-2	0	-17	-7	0.1
O=S(=O)(c1ccc(S(=O)(=O)N2CCOCC2)cc1)N1CCCC1	0	1	1.2	3	5	1	0	5	0.0
COC(=O)c1ccc(COC(=O)[C@@H]2CC(O)CN2S(=O)(=O)c2ccccc2[N+](=O)[O-])cc1 (stereo not given in full)	-13	1	-2.7	-4	9	2	5	-1	0.1
O=S(=O)(Nc1ncccc1O)c1ccc(Cl)cc1	4	-1	2.8	1	-6	0	4	6	0.5
CC(OC(=O)CCCN=C1NS(=O)(=O)c2ccccc21)C(=O)N(C)c1ccccc1 (stereo not given)	-19	2	1.5	-18	0	2	5	1	0.2
Cc1cccc(N2CCN(Cc3ccc([N+](=O)[O-])o3)CC2)c1C	2	-3	-1.8	7	3	0	4	-1	-0.1
CCN(CC)C(=O)Cn1cc(S(=O)(=O)CC(=O)Nc2ccc(F)cc2F)c2ccccc21	-3	2	1.7	1	-1	1	-4	-2	-0.1
Cc1ccc(S(=O)(=O)N2CCC(C(=O)NCCCN3CCOCC3)CC2)cc1C	-5	-1	-0.3	0	1	0	-4	-3	0.1
COCCCNCC(O)COc1cccc2[nH]c(C)cc12 (stereo not given)	0	1	0.4	4	3	0	1	-6	0.2
Cc1cc(C(=O)COc2ccccc2C(N)=O)c(C)n1C	1	1	-0.5	-1	-1	0	-14	-4	0.1

# Three compounds picked at random from those above, as already listed:
Molecule	MCL1 BIM primary	PME-1 inh	MEX-5 binding	Bcl-xL primary	VLA-4 inh	GRK2 aptamer HTS	GLD-1 RNA inh	Fam108B counter	Efflux pump mplx
COC(=O)c1ccc(COC(=O)[C@@H]2CC(O)CN2S(=O)(=O)c2ccccc2[N+](=O)[O-])cc1 (stereo not given in full)	-13	1	-2.7	-4	9	2	5	-1	0.1
Nc1ccccc1-c1nnc(-c2ccccc2N)n1N	0	-6	-0.6	8	10	1	7	1	-0.1
CCOc1ccc(S(=O)(=O)N2CCC(C(=O)N3CCOCC3)CC2)cc1Cl	1	-3	-0.4	1	1	2	3	2	0.0

# Continued:
Molecule	MCL1 BIM primary	PME-1 inh	MEX-5 binding	Bcl-xL primary	VLA-4 inh	GRK2 aptamer HTS	GLD-1 RNA inh	Fam108B counter	Efflux pump mplx
CCCCS(=O)(=O)/C=C\C=C/S(=O)(=O)CCCC	7	0	0.1	8	28	0	5	-2	-0.2
CS(=O)(=O)Nc1ccccc1C(=O)NC1CC2CCC1C2 (stereo not given)	-3	12	-2.3	-2	i	0	3	4	0.1
COc1ccc(N2CCN(S(=O)(=O)CC34CCC(CC3=O)C4(C)C)CC2)cc1 (stereo not given)	10	7	-0.4	8	4	3	5	6	0.0
Cc1cccc(OCC(=O)NCCNC(=O)c2cccnc2)c1	6	-1	1.7	1	3	0	-2	1	-0.2
CC1CCCC(NS(=O)(=O)c2ccc3c(c2)OCCO3)C1C (stereo not given)	4	9	1.8	2	0	0	-3	0	0.4
COCc1[nH]nc2c1C(c1cc(OC)c(O)c(OC)c1)C(C#N)=C(N)O2 (stereo not given)	-5	1	-5.4	-7	-15	1	-21	4	-0.1
COc1ccc(NC(=O)CCNC(=O)Cn2ccc3ccccc3c2=O)cc1Cl	2	0	0.8	5	0	1	2	-2	0.1
C=CCC(=O)N1CCC(n2nccc2NC(=O)CCOc2ccccc2)CC1	-2	-3	-1.1	3	-1	0	2	2	1.9
COc1cc(CC(=O)Nc2cc(S(C)(=O)=O)ccc2Cl)cc(OC)c1OC	-4	5	1.9	-6	-5	2	-3	-3	0.0
O=C(Cc1ccsc1)NNC(=O)c1ccccc1Cl	1	3	-7.2	0	22	4	1	-1	0.0
Cc1cc(-c2ccccc2)n(-c2ccc(C(=O)N3CCN(c4ncccn4)CC3)cc2)n1	-2	-3	-0.1	0	-27	0	-6	-2	0.0
COC(=O)c1c(NC(=O)CN2C(=O)C(=O)N(CC(C)C)C2=O)sc2c1CCCCC2	8	-2	-2.0	7	11	0	1	1	-0.1
CN(Cc1ccccc1)CC(O)COc1ccc(CNCCCOc2cccnc2)cc1 (stereo not given)	1	-1	2.5	5	19	0	1	-2	-0.1
COc1ccc(CCN(C)C(=O)CSc2nc3ncc(Cl)cc3[nH]2)cc1OC	-4	2	2.4	-2	-1	0	1	2	-0.3
COc1ccc(Br)cc1/C=N/Nc1cccc(C(=O)O)c1	6	-1	.	12	-21	4	5	3	0.0
O=[N+]([O-])C(/C=C(/Cl)[N+](=O)[O-])=C(N1CCCCC1)N1CCCCC1	-43	0	-9.5	-27	-7	0	-50	1	-0.1
NS(=O)(=O)c1ccc(CNC(=O)CCCSc2ccccc2)cc1	-8	-4	1.6	1	19	1	7	1	0.4
O=C(Cc1cccs1)N1CCN(S(=O)(=O)c2ccccc2)CC1	-4	1	.	2	6	0	1	1	-0.3
COc1ccc(CC(=O)OCCN(C)C)cc1	9	-1	-1.9	9	5	0	6	-2	-0.1
Cc1ccc2c(n1)sc1c(-c3ccccc3)c(C#N)c(N)nc12	-6	4	0.7	7	-8	2	5	-3	-0.1

# Taken from the listing, four compounds:
Molecule	MCL1 BIM primary	PME-1 inh	MEX-5 binding	Bcl-xL primary	VLA-4 inh	GRK2 aptamer HTS	GLD-1 RNA inh	Fam108B counter	Efflux pump mplx
COCCCNCC(O)COc1cccc2[nH]c(C)cc12 (stereo not given)	0	1	0.4	4	3	0	1	-6	0.2
Cc1cc(C(=O)COc2ccccc2C(N)=O)c(C)n1C	1	1	-0.5	-1	-1	0	-14	-4	0.1
CCCCS(=O)(=O)/C=C\C=C/S(=O)(=O)CCCC	7	0	0.1	8	28	0	5	-2	-0.2
CS(=O)(=O)Nc1ccccc1C(=O)NC1CC2CCC1C2 (stereo not given)	-3	12	-2.3	-2	i	0	3	4	0.1

# Other entries follow.
Molecule	MCL1 BIM primary	PME-1 inh	MEX-5 binding	Bcl-xL primary	VLA-4 inh	GRK2 aptamer HTS	GLD-1 RNA inh	Fam108B counter	Efflux pump mplx
c1ccc(Cn2nnnc2CN2CCN(c3ncccn3)CC2)cc1	-8	-1	1.7	-1	4	0	-1	-3	-0.2
OCC(O)CN1CCCC1 (stereo not given)	5	-5	0.8	11	14	1	5	3	-0.1
COc1ccc(NC(=O)C2C3CCC(C3)C2C(=O)O)cc1OC (stereo not given)	8	-1	0.5	7	0	6	1	3	0.0
Fc1ccc(F)c(NC2=NCCCCC2)c1	4	4	2.2	6	0	0	2	3	0.1
CN(C)C(CNC(=O)c1cccc(C#N)c1)c1ccco1 (stereo not given)	5	-6	1.7	10	0	0	4	7	-0.1
O=C(COC(=O)c1ccc(O)cc1O)NC1CCCCCC1	2	-9	.	5	5	9	-3	.	0.2
COc1ccc(NC(=O)c2ccccc2NC(=O)C2CCCO2)cc1 (stereo not given)	1	8	0.7	2	11	0	-2	2	0.1
Cc1ccc(-c2cc(C(=O)N/N=C/c3ccc(F)cc3)n[nH]2)o1	-1	2	-0.4	2	20	1	0	-1	-0.1
CCOc1ccc(N)c(SSc2cc(OCC)ccc2N)c1	15	-9	-1.7	1	-18	1	0	-3	0.0
CCCCOC(=O)Nc1cccc(C(C)=O)c1	6	-4	-0.2	1	10	0	-2	0	0.0
O=C(Cc1ccccc1)NNC(=S)Nc1ccc(Cl)cc1	5	-4	-1.4	3	8	0	-5	5	-0.3
Oc1c(Cl)cc(Cl)cc1C=Nc1cc(C(F)(F)F)ccc1N1CCc2ccccc2C1	10	-2	-0.6	2	2	0	-3	-3	0.1
COCCCNC(=S)NNC(=O)c1ccc2c(c1)OCO2	5	-3	-4.9	6	1	2	1	-2	0.2
COc1cc2c(C#CCCCO)c(-c3ccsc3)oc(=O)c2cc1OC	.	.	.	.	-8	1	1	.	0.2
Nc1c(C(=O)Nc2ccc(F)cc2)sc2nc(-c3ccco3)ccc12	-9	58*	0.8	8	-3	2	-3	10	0.6
CSCC[C@H](NC(=O)[C@@H]1Cc2ccccc2CN1)C(=O)Nc1ccc2c(c1)OCCO2	8	-5	0.0	6	12	0	-1	0	0.0
C=CCN(CC=C)C(=S)NC(=O)c1ccc(C)c(Br)c1	5	-4	.	4	4	3	0	2	0.0
COc1ccc(OC)c(-n2c(SCC(=O)Nc3cc(C)on3)nnc2-c2c[nH]c3ccccc23)c1	0	15	1.6	-3	13	3	1	4	-0.1
Cc1cccc(N2CCN(CC(O)COc3ccc(Cl)cc3)CC2)c1 (stereo not given)	4	-2	4.3	6	8	2	6	5	-0.2
O=C(Nc1ccc(Cl)cc1)C1CCCN(c2cnccn2)C1 (stereo not given)	-2	-6	2.4	1	16	1	1	-3	0.1
Cc1nnsc1SC(C)C(=O)O (stereo not given)	7	7	0.6	3	-7	2	3	-1	0.1
Fc1ccc(-c2nc3c(-c4ccc(F)cc4)cnn3cc2CCN2CCOCC2)cc1	1	1	.	3	13	0	-4	-3	0.2
NC(=O)C1(N2CCCCC2)CCN(C(=O)CSc2nc(C(F)(F)F)cc(=O)[nH]2)CC1	1	2	-1.1	4	-7	3	0	4	0.1
CN1C(=O)Cn2c1nc1ccccc12	-3	2	-0.9	0	13	2	7	-3	0.0
NC(=O)C1CCN(C(=O)c2cccc(S(=O)(=O)N3CCc4ccccc4C3)c2)CC1	-4	0	0.9	5	15	2	-6	-3	0.2
